Pf gametocyte: late stage P. falciparum gametocyte viability inhibitors, primary screen, ATP luminescence, HTS | 150,000 tested, 0.065% active | P. falciparum stage V gametocytes, 24 h | inhibition, % at 10.9 µM;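 active = inhibition above the mean plus 3 SD of compounds within the control limits, set per campaign, cut at about 38% in these data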;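 note: 0% = DMSO wells and 100% = medium only without gametocytes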
RGS8-Gao: RGS8-Galphao binding modulators, primary screen, biochemical, multiplexed bead flow cytometry; Guanine nucleotide-binding protein G(o) subunit alpha (Homo sapiens), P09471; actives lie on both sides; response (percent of control binding), % at 10 µM; 220,000 tested, 0.34% active; in the data active = response below about 60% or above about 140%; inactive = in between;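 note: Galphao activated as the GDP aluminium fluoride complex binding bead-coupled RGS8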
ABCB1 block: ABCB1 efflux pump inhibitors, primary screen, cell-based, multiplex, flow cytometry, ABCG2 counter-screen | ATP-dependent translocase ABCB1 (Homo sapiens), P08183 | inhibition, % at 6.6 µM | 190,000 tested, 0.067% active | CCRF-Adr cells, JC-1 efflux | AID 1326, 2008; in the data active = inhibition above about 40%;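 note: 0% = vehicle and 100% = reference inhibitor; higher value means more JC-1 retained so stronger ABCB1 efflux block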
Target sequence (P08183 whole entry, looked up): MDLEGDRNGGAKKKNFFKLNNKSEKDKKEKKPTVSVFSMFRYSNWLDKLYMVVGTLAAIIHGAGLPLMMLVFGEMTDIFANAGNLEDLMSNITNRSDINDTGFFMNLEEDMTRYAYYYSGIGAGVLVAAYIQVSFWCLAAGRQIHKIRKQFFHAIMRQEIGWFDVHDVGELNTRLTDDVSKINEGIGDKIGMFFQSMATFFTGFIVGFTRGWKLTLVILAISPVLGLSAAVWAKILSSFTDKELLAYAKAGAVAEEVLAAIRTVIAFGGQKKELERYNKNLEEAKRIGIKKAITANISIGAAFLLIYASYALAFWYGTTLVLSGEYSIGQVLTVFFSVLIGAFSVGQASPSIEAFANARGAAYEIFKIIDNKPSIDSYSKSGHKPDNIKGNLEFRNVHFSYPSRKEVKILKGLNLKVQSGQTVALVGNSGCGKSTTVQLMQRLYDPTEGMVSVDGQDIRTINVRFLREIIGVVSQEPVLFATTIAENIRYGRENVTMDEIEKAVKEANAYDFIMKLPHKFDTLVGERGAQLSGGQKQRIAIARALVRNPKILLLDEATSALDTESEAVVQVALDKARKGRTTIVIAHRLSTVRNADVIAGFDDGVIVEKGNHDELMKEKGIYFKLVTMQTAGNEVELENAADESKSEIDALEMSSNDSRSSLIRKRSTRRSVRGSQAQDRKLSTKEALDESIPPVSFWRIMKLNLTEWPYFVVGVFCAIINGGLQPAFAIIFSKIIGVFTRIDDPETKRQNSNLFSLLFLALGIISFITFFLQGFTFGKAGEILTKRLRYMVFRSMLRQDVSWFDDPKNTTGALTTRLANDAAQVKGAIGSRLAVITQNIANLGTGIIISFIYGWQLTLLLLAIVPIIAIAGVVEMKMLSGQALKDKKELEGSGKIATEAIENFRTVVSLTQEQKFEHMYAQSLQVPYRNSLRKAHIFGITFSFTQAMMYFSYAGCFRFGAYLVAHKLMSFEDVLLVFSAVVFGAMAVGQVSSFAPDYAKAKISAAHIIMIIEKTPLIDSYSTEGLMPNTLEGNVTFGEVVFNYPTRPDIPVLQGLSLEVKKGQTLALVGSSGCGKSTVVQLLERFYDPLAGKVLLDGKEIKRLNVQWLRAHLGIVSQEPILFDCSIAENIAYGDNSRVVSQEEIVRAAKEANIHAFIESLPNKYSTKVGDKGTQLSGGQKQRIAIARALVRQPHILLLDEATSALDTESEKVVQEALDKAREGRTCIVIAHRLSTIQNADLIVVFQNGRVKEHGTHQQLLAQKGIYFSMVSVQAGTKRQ
ABCG2 inh: ABCG2 efflux pump inhibitors, primary screen, multiplex with ABCB1, IgMXP3 cells, flow cytometry; Broad substrate specificity ATP-binding cassette transporter ABCG2 (Homo sapiens), Q9UNQ0; JC-1 efflux; inhibition, % at 6.6 µM; 190,000 tested, 0.1% active; AID 1325, 2008;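 active = inhibition above 80%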;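 note: 0% = DMSO and 100% = nicardipine control wells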
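Test system: IgMXP3 cells (ABCG2) mixed with DDAO far-red-labelled CCRF-Adr cells (ABCB1). Reagent: JC-1 transporter substrate. Compound dosing: single test compound dose, 6.6 µM final. Times: 10 min compound exposure, 25 °C. Detection: flow cytometry of retained JC-1 fluorescence. Read-out basis: efflux inhibition in percent versus controls. Controls: nicardipine and DMSO wells.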
RGS4-Gao reg: modulators of RGS4 binding to Galphao, primary screen, biochemical, multiplexed bead flow cytometry. binding response (% of control), % at 10 µM. AID 1415, 2008. actives lie on both sides. 220,000 tested, 0.33% active. Guanine nucleotide-binding protein G(o) subunit alpha (Homo sapiens), P09471; in the data active = binding response below about 49% or above about 150%; inactive = in between;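 note: fluorescent Galphao activated with aluminum fluoride binding bead-coupled RGS4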
Mcl1 Bid PPI: Mcl-1/Bid binding inhibitors, primary screen, biochemical, TR-FRET, 1536-well; Induced myeloid leukemia cell differentiation protein Mcl-1 (Homo sapiens), Q07820; TR-FRET Mcl-1/Bid-Dy647 peptide binding; inhibition, % at 21.7 µM; 220,000 tested, 0.97% active;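 active = compounds that cut the binding signal by more than half at the single screening dose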;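 note: His-tagged Mcl-1 with europium anti-His antibody binding Bid BH3 peptide; 0% = Mcl-1 plus peptide wells and 100% = peptide-only wells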
Bim-Mcl-1: inhibitors of Bim peptide binding to Mcl-1, primary screen, biochemical, bead-based flow cytometry, multiplex; Induced myeloid leukemia cell differentiation protein Mcl-1 (Homo sapiens), Q07820; Bim peptide-Mcl-1 binding; inhibition, % at 10 µM; 190,000 tested, 0.1% active; in the data active = inhibition above about 40%;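 note: 0% = no compound tracer wells and 100% = peptide blocker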
Avidin bead fluor: green autofluorescence of compounds with avidin beads – biophysical, 488/530 nm, flow cytometry, artefact control, profiling panel | fluorescence (KMESF) at 10 µM | compound fluorescence 488/530 nm; stronger effect = higher value | AID 1775, 2009 | 220,000 tested, 0.38% active; in the data active = fluorescence above about 47; note: inactives centre near 10
RGS7-Gao: RGS7-Galphao binding modulators, primary screen, biochemical, multiplexed bead flow cytometry | Guanine nucleotide-binding protein G(o) subunit alpha (Homo sapiens), P09471 | actives lie on both sides | binding response (% of control), % at 10 µM | 220,000 tested, 0.35% active | AID 1439, 2008; in the data active = binding response below about 49% or above about 150%; inconclusive = no clear call, values can overlap the other calls; inactive = in between;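 note: fluorescent Galphao held in activated GDP-AlF4 state binding bead-coupled RGS7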
Mcl1-Noxa inh: Mcl-1/Noxa binding inhibitors, primary screen, biochemical, TR-FRET, 1536-well; Induced myeloid leukemia cell differentiation protein Mcl-1 (Homo sapiens), Q07820; 220,000 tested, 1.5% active; TR-FRET Mcl-1/Noxa peptide binding, 2 h; inhibition, % at 21.7 µM;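 active = compounds that cut the protein-peptide binding signal by more than 50% relative to plate controls in a single-dose test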;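 note: His-tagged Mcl-1 with rhodamine Noxa BH3 peptide and terbium anti-His antibody; 0% = Mcl-1 plus Noxa peptide wells and 100% = peptide-only wells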
GSH fluor: compound fluorescence on glutathione beads, profiling panel, artefact control, biophysical, 488/530 nm, flow cytometry. GSH beads flow cytometry, compound fluorescence 488/530 nm; stronger effect = higher value. fluorescence (KMESF) at 10 µM. 190,000 tested, 0.25% active; in the data active = fluorescence above about 89;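 note: glutathione beads carrying GST-tagged Bcl family fusion proteins plus one bare bead set; values are compound well signal with DMSO vehicle wells as background; inactives centre near 16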
Active calls of the source: *; u = inconclusive; x = no result given.

SMILES	Pf gametocyte	RGS8-Gao	ABCB1 block	ABCG2 inh	RGS4-Gao reg	Mcl1 Bid PPI	Bim-Mcl-1	Avidin bead fluor	RGS7-Gao	Mcl1-Noxa inh	GSH fluor
COc1ccc(C(=O)NNC(=O)c2ccncc2)cc1	-6.7	100.2	0.5	3.2	100.2	-10.7	-4.0	15	102.2	60.8*	19
COCCC(=O)N1CCc2c([nH]c3ccccc23)C1C(C)(C)C (stereo not given)	-16.0	110.3	0.4	2.7	97.8	-36.5	6.0	8	95.5	12.1	13
COc1ccc(/C=C(\C#N)C(=O)OCC(=O)Nc2ccc(-c3nc4ccc(C)cc4s3)cc2)cc1	-0.4	102.1	-0.7	-1.0	100.7	6.0	0.0	15	101.5	3.5	10
Cc1ccc(S(=O)(=O)N(C)C)cc1NC(=O)COC(=O)/C(=C/c1ccc(F)cc1)c1cccs1	3.2	103.9	0.5	0.0	94.9	-26.4	-3.0	3	100.9	23.6	14
O=C(c1cccc(-c2nnc(-c3ccccc3)o2)c1)N1CCCCC1	x	106.8	1.1	1.9	107.2	-3.3	0.0	9	97.2	-7.0	5
O=C(NCC(c1ccc(F)cc1)N1CCOCC1)c1cccc(Br)c1 (stereo not given)	-11.7	100.4	1.4	9.1	98.9	-25.5	-1.0	10	103.9	12.2	17
CC1CCN(C(=O)c2ccc(CSc3ccc(Cl)cc3)cc2)CC1	-0.8	93.5	1.3	10.3	95.6	2.5	-3.0	5	96.1	10.6	10
Cc1nnc(SCC(=O)NC2CC2)n1CCc1ccccc1	0.9	106.5	0.2	3.4	103.8	-13.2	-3.0	13	105.1	9.3	23
CC1Cc2cc(C3(O)C(=O)c4ccccc4C3=O)ccc2N1 (stereo not given)	x	96.6	0.3	8.6	97.7	-47.5	0.0	4	84.8	10.6	12
COc1ccc(Nc2nc(NCc3ccco3)nc(N)c2[N+](=O)[O-])cc1	-27.3	95.6	x	x	87.5	4.3	x	4	u	15.7	x
Cc1cc(=O)[nH]c2c1c(C)nn2C1CCCCC1	-3.9	101.0	0.5	2.0	106.8	-8.5	0.0	8	94.7	11.0	14
COc1ccc(-c2cc(C(=O)Nc3c(C)nn(Cc4ccccc4Cl)c3C)no2)cc1OC	x	100.7	3.4	34.5	99.6	-8.0	-2.0	27	101.4	19.5	23
O=C(c1ccco1)N1CCN=C1SCc1ccccc1F	x	100.5	0.5	2.4	102.0	-8.1	-8.0	27	100.0	2.8	16
Cc1noc(C)c1CN1C(=O)NC2(CCc3ccccc3C2)C1=O (stereo not given)	x	101.0	0.7	1.3	101.0	-14.2	0.0	23	102.3	23.1	16
Oc1ccc(CN2CCC(Cc3ccccc3)CC2)c2cccnc12	-7.3	100.2	1.1	1.8	102.3	-68.2	-2.0	11	98.2	-38.0	11
CCOC(=O)c1c(-c2ccccc2)nc2ccc(Cl)cn12	8.5	101.5	-0.4	-1.1	98.3	-3.0	1.0	28	98.1	6.3	14
COc1ccc(NC2=C(C)C(=O)CC2)cc1	4.6	99.5	-0.1	-0.3	101.2	-54.6	-1.0	9	100.6	-6.1	19
CCc1cc(=O)oc2c(C)c(O)c(CN3CCCCC3)cc12	-11.9	100.7	-6.0	-4.2	103.7	-40.7	0.0	14	103.1	13.8	30
CCC(C(=O)Nc1cc(C(=O)O)ccc1C)c1ccccc1 (stereo not given)	-1.8	101.1	-0.3	-1.2	101.5	-44.4	0.0	11	103.7	6.9	12
COc1ccc(CCn2c(=N)c(C(=O)N3CCN(C)CC3)cc3c(=O)n4ccccc4nc32)cc1	x	100.2	0.1	0.9	99.4	-16.0	3.0	5	101.0	1.5	19
COc1ccccc1CN1CC(C(=O)NC2CCCCC2)CC1=O (stereo not given)	x	100.7	0.7	2.4	100.1	-3.5	-3.0	11	98.7	-1.5	28
O=C(Cn1cnnn1)Nc1ccccc1Cc1ccccc1	-22.2	101.0	0.4	2.0	99.7	-30.5	-4.0	22	98.2	8.2	18
CCC(=O)c1ccc(N2CCCCC2)c(F)c1	9.7	102.9	0.2	1.0	101.7	-19.1	1.0	15	101.6	7.5	12
COC(=O)c1ccc(N2CCOCC2)c(NC(=O)Nc2cccc(OC)c2)c1	x	98.8	0.3	0.6	100.4	-4.1	-2.0	6	104.0	4.2	19
CSC1=C(C#N)C(c2ccccc2Cl)C(C(=O)c2cccs2)C(O)(C(F)(F)F)N1 (stereo not given)	-7.7	91.3	0.9	4.7	98.2	-15.5	0.0	6	97.8	22.0	13
SMILES	Pf gametocyte	RGS8-Gao	ABCB1 block	ABCG2 inh	RGS4-Gao reg	Mcl1 Bid PPI	Bim-Mcl-1	Avidin bead fluor	RGS7-Gao	Mcl1-Noxa inh	GSH fluor
CC(O)CNc1nc2c(c(=O)n(C)c(=O)n2C)n1CCc1ccccc1 (stereo not given)	x	106.3	0.1	1.0	104.3	-20.8	0.0	7	99.9	7.6	41
Cc1cc2c(OCC(O)CNC(C)(C)C)cccc2[nH]1 (stereo not given)	7.1	124.0	-0.2	-0.7	116.5	-68.5	-2.0	5	110.6	-8.0	4
COc1ccccc1NC(=O)C(=O)NCc1ccccc1Cl	7.6	99.8	-9.5	-0.7	101.4	2.2	-2.0	12	97.8	4.4	11
O=C(CCl)N(c1ccccc1)c1c[nH]c2ccccc12	-16.2	111.8	0.1	0.5	112.8	-8.9	-3.0	38	109.8	13.4	12
Cc1ccc(C(=O)C2CCN(C(=S)NCC3CCCO3)CC2)cc1 (stereo not given)	-12.7	98.8	-1.1	3.7	99.5	-7.1	-3.0	12	99.2	-4.2	20
Cc1csc(NC(=O)CSc2nnc(NC(=O)COc3ccc(Cl)cc3)s2)n1	9.0	101.4	-0.6	-5.8	98.6	-28.8	-3.0	14	102.4	11.9	9
Cc1ccccc1CSc1nc2ccccc2c(=O)[nH]1	2.6	89.5	0.2	1.5	88.1	-19.6	-2.0	5	86.0	9.9	10
O=C(NC(=S)Nc1ccc(NC(=O)c2cccs2)cc1)c1ccc([N+](=O)[O-])cc1	7.6	97.2	-1.3	-4.6	101.6	-10.0	7.0	19	102.5	33.2	10
O=C(CCSc1ccccc1)Nc1nc2c(s1)COc1ccccc1-2	x	99.3	-0.1	-0.1	102.0	-15.2	-4.0	8	104.8	-1.3	27
CCN(CC)C(=S)SCC(=O)Nc1ccc(F)cc1	1.4	98.7	0.1	0.4	101.6	-0.5	0.0	6	102.3	6.4	25
COc1ccc(NC(=O)[C@H](C)NC(N)=O)cc1S(=O)(=O)Nc1cc(C)ccc1Br	x	98.6	0.8	7.5	96.6	3.4	0.0	12	100.7	4.2	12
COCCSc1nc(N)c2c3c(sc2n1)CN(C)CC3	7.6	92.0	x	x	84.2	-28.4	x	5	u	0.4	x
Cc1ccc2c(c1)N(CC(=O)NCc1cccs1)C(=O)C(C)O2 (stereo not given)	10.3	96.7	0.1	1.1	98.6	-3.6	-3.0	38	100.2	-2.2	12
CCN(CC)CC(=O)Nc1ccc2c(c1)Nc1ccccc1CC2	-6.6	103.0	11.0	65.2	103.8	-9.6	0.0	29	102.0	21.2	24
CCCn1nnnc1SCC(=O)NCc1ccc(OC)cc1	12.6	94.0	-0.1	-0.4	100.8	-13.5	-2.0	10	96.5	-5.4	38
Cc1ccc(-n2c(-c3ccncc3)nnc2-c2ccco2)cc1	-14.0	105.6	x	x	110.2	0.9	1.0	5	108.2	3.0	16
CC(C)c1cc(C(=O)O)on1	x	100.8	0.7	2.4	106.4	-2.1	-2.0	9	101.1	3.8	63
C=CC[n+]1ccn(-c2nc3ccccc3nc2[N-]S(=O)(=O)c2cccs2)c1	23.8	99.6	x	x	98.6	-5.3	x	8	u	-19.1	x
COC(=O)c1cccc(C(=O)Nc2ccc(F)cc2)n1	x	99.4	0.4	4.4	98.8	-16.6	0.0	34	98.3	4.1	8
COc1cccc(CNc2ccc(C)c(Cl)c2)c1	3.9	102.5	0.6	1.3	102.1	-22.7	0.0	8	105.3	2.1	21
O=C1CC(c2cccc(Cl)c2)Cc2nc(N3CCN(c4ccccc4)CC3)ncc21 (stereo not given)	11.8	100.3	0.9	12.4	98.7	-43.4	0.0	9	101.1	-18.3	62
O=c1[nH]nc(N/N=C/c2ccccc2OC(F)F)c(=O)[nH]1	-0.3	100.1	x	x	101.3	-18.2	x	7	u	-6.5	x
COc1ccc(C(c2c(O)cc(C)oc2=O)c2c(O)cc(C)oc2=O)cc1	6.6	99.9	0.4	-7.6	102.4	20.2	0.0	36	100.0	76.2*	24
O=C(Nc1cccc2c1C(=O)NC2=O)c1cccc(N2C(=O)CCC2=O)c1	x	101.2	2.1	23.6	100.0	-8.7	0.0	11	99.2	15.9	13
Cc1c(NC(=O)CSc2nc3ccc(Cl)cc3[nH]2)c(=O)n(-c2ccccc2)n1C	x	99.0	0.1	0.4	96.9	-53.9	0.0	4	97.2	7.6	19
SMILES	Pf gametocyte	RGS8-Gao	ABCB1 block	ABCG2 inh	RGS4-Gao reg	Mcl1 Bid PPI	Bim-Mcl-1	Avidin bead fluor	RGS7-Gao	Mcl1-Noxa inh	GSH fluor
CCOC(=O)CNC(=O)C(Cc1ccccc1)NC(=O)OCc1ccccc1 (stereo not given)	0.4	103.4	0.2	0.1	101.9	2.1	-1.0	28	102.0	12.8	12
O=C(CSc1nc2c(c(=O)n1-c1ccc(F)cc1)SCC2)NCC1CCCO1 (stereo not given)	x	98.7	-1.9	-2.0	98.2	-10.0	0.0	7	98.2	-0.3	36
O=c1ccc2[n+]([O-])c3ccc(O)cc3oc-2c1	1.4	87.2	x	x	93.0	-73.8	x	2	u	73.7*	x
Cc1ccc(NC(=O)CCN2C(=O)CSC2=O)c(C)c1	x	102.2	1.2	2.1	100.7	-5.5	-3.0	8	102.9	0.7	19
O=[N+]([O-])c1ccccc1NCCNS(=O)(=O)c1ccc(Cl)cc1	x	103.1	0.9	13.4	101.7	-7.1	-8.0	15	100.8	2.0	17
S=C(NCc1ccccn1)Nc1ccc(Cl)c(Cl)c1	-19.0	99.0	0.0	3.0	98.0	-44.0	-1.0	13	96.3	15.5	32
